Screening data as filed in PubChem.
MEX-5 binding – MEX-5 zinc finger RNA-binding disruptors – biochemical, C. elegans, fluorescence polarization, MLPCN library, primary screen; 300,000 tested, 0.38% active; AID 1832, 2009; activity score (negative = inhibition of binding), % at 10 µM; MEX-5/FITC-TCR2 RNA binding; stronger effect = lower value;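 active = inhibition past about -25% in most replicates, and total fluorescence under double the plate's negative control median, limit read from the data; inconclusive = replicates evenly split on the limit, or fluorescence at least double controls; inactive = too little inhibition in most replicates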;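 also: 0% = DMSO and -100% = 5 µM competing unlabeled TCR2 RNA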
Target sequence (Q9XUB2 whole entry, looked up): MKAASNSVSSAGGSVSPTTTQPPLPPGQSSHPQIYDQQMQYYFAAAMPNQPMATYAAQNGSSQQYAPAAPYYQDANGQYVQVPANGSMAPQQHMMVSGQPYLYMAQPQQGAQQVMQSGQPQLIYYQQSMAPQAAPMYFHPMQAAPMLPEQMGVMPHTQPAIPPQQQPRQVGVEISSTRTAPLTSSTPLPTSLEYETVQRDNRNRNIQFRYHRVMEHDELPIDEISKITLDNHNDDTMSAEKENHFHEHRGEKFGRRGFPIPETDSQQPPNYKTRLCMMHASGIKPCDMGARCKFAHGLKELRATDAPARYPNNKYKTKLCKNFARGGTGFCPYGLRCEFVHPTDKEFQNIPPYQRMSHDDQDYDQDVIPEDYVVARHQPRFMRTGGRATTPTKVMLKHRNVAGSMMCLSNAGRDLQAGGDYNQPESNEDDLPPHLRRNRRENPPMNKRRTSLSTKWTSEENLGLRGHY
ZTA counter – ZTA (EBV) inhibition in EBNA-1 counter-screen; ZTA-DNA binding, fluorescence polarization; 320,000 tested, 0.15% active; P03206; inhibition, % at 11 µM; AID 2234; in the data active = inhibition above about 33%
MCL1 BIM primary – inhibitors of MCL1 binding to BIM-BH3, primary screen, biochemical, fluorescence polarization | AID 2057, 2009 | 320,000 tested, 0.68% active | inhibition, % at 10.9 µM | Induced myeloid leukemia cell differentiation protein Mcl-1 (Homo sapiens), Q07820 | GST-MCL1 / FITC-Bim-BH3 fluorescence polarization;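 active = inhibition above the mean inhibition of all tested compounds plus 3 SD, set per campaign, cut at about 40% in these data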;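 also: 0% = DMSO wells and 100% = unlabeled Bim-BH3 peptide control; higher means more loss of mP so more displacement of Bim peptide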
Target sequence (Q07820 whole entry, looked up): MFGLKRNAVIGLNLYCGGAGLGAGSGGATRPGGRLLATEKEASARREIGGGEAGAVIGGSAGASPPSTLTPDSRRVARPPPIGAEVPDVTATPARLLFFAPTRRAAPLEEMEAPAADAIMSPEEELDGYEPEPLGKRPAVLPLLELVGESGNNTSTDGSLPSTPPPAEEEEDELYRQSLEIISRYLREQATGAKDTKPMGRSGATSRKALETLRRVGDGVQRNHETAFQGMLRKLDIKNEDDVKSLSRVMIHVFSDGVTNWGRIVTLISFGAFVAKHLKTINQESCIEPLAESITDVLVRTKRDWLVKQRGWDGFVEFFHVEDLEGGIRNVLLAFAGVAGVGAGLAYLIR
Efflux pump inh – inhibitors of Candida efflux pumps in yeast, primary screen, S. cerevisiae, Nile Red, multiplex; S. cerevisiae Candida pump triplex; inhibition, % at 10 µM; 330,000 tested, 0.44% active; AID 485275, 2010;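 active = plate passing quality check with inhibition over a set limit, or well fluorescence over plate mean plus 4 SD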;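 also: Nile Red retained in pooled yeast measured as flow cytometry median fluorescence; 0% = buffer negative control and 100% = Enniatin B positive control; higher means more Nile Red kept so more efflux inhibition; some compounds called inactive have numbers as strong as hits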
EBNA-1 inh – EBNA-1 DNA-binding inhibitors, primary screen, biochemical, fluorescence polarization. inhibition, % at 14.8 µM. 300,000 tested, 0.34% active. AID 1950, 2009; in the data active = inhibition above about 28%
Bcl-xL primary – inhibitors of human Bcl-xL, primary screen, biochemical, fluorescence polarization, HTS | Bcl-2-like protein 1 (Homo sapiens), Q07817 | GST-Bcl-xL / FITC-Bim BH3 peptide fluorescence polarization | inhibition, % at 10.9 µM | 320,000 tested, 0.7% active | AID 2129, 2009;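 active = inhibition above the mean of all tested compounds plus 3 SD, cutoff set per campaign, cut at about 30% in these data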;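 also: 0% = DMSO wells and 100% = unlabeled Bim-BH3 peptide competitor; inhibitors lower millipolarization by displacing the labeled peptide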
Target sequence (Q07817 whole entry, looked up): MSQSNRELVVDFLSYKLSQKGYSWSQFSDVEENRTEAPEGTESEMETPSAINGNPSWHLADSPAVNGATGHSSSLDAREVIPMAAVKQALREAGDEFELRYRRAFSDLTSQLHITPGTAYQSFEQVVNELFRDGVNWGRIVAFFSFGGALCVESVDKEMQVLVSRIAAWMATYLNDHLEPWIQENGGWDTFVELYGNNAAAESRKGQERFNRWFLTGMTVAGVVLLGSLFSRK
CR mimetic SO – reduction of superoxide in aged yeast, primary screen, HTS | superoxide response (% of plate mean), % at 10 µM | AID 2690, 2010 | S. cerevisiae aged cells, superoxide DHE fluorescence; stronger effect = lower value | 330,000 tested, 0.18% active;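 active = superoxide response under a set limit, about three screen SD below normal, cut at about 65% in these data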;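 also: yeast aged for seven days with compound at 30 °C before DHE staining; 100% = average MFI of all compound-treated wells on the plate with controls excluded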
Fam108B inh – mouse Fam108B serine hydrolase inhibitors, primary screen, counter-screen for RBBP9 inhibitor project, biochemical, fluorescence polarization. AID 1947, 2009. recombinant Fam108B, FP-Rh probe fluorescence polarization. inhibition, % at 9.51 µM. 300,000 tested, 0.33% active;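 active = inhibition above the screen mean inhibition plus 3 SD, computed separately per campaign, cut at about 18% in these data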;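 also: inhibitors lower polarization as less probe binds the enzyme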
GLD-1 TGE inh – GLD-1/TGE RNA complex disruptors, primary screen, biochemical, fluorescence polarization | Female germline-specific tumor suppressor gld-1 (Caenorhabditis elegans), Q17339 | purified GLD-1 + fluorescein TGE RNA | 320,000 tested, 0.44% active | AID 2280, 2010 | inhibition, % at 5.96 µM;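 active = percent inhibition above a per-plate cutoff, the plate mean of test compounds plus 3 SD, cut at about 30% in these data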;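 also: 0% = DMSO wells with GLD-1 and probe and 100% = wells lacking GLD-1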
Active calls of the source: *; ? = inconclusive; nt = not tested or not shown; & = joins results of further samples.

The opening 3 records, to show the layout:
SMILES	MEX-5 binding	ZTA counter	MCL1 BIM primary	Efflux pump inh	EBNA-1 inh	Bcl-xL primary	CR mimetic SO	Fam108B inh	GLD-1 TGE inh
CCO[C@H]1OC(C(=O)O)=C[C@@H](C)[C@@H]1CCCO	-1.6	-5	8	0.0	-1	2	107	0	3
Cc1c([N+](=O)[O-])c([N+](=O)[O-])nn1CC(=O)NCCc1ccccc1	-0.2	9	8	4.0	-9	5	139	2	3
Cc1ccc(NC(=O)N2CCCC2C(=O)Nc2c(C)cc(C)cc2C)cc1 (stereo not drawn)	1.0	-14	7	-0.3	-2	7	94	2	0

All compounds of this part (from the top)
SMILES	MEX-5 binding	ZTA counter	MCL1 BIM primary	Efflux pump inh	EBNA-1 inh	Bcl-xL primary	CR mimetic SO	Fam108B inh	GLD-1 TGE inh
CCO[C@H]1OC(C(=O)O)=C[C@@H](C)[C@@H]1CCCO	-1.6	-5	8	0.0	-1	2	107	0	3
Cc1c([N+](=O)[O-])c([N+](=O)[O-])nn1CC(=O)NCCc1ccccc1	-0.2	9	8	4.0	-9	5	139	2	3
Cc1ccc(NC(=O)N2CCCC2C(=O)Nc2c(C)cc(C)cc2C)cc1 (stereo not drawn)	1.0	-14	7	-0.3	-2	7	94	2	0
CCOC(=O)c1ccc2c(c1)nc(SCC(=O)NC(C)C)n2CC	-0.1	8	-4	0.1	14	-4	116	2	-6
CC(C)CN(CC(C)C)c1nnc(N)s1	-1.2	-8	0	0.6	-14	1	94	-2	-4
Cc1cc(SC(C)C(=O)Nc2ncc(Cl)cc2Cl)nc2ccccc12 (stereo not drawn)	0.3	9	1	-0.1	12	-2	82	-6	2
C[C@H](NC(=O)[C@H]1N2C(=O)c3ccccc3C2SC1(C)C)C(=O)N1CCC[C@H]1CO (stereo partly drawn)	-1.0	6	1	-0.2	6	2	100	-2	-2
O=C(CSc1ncn[nH]1)Nc1ccccc1C(=O)O	0.2	-28	7	0.4	-18	4	103	4	-3
CCOC(=O)C(NC(C)=O)(Nc1ccc(S(=O)(=O)Nc2cc(C)on2)cc1)C(F)(F)F (stereo not drawn)	-0.4	-14	1	0.0	-4	2	110	-1	0
Cc1ccc(-c2nc(NC(=O)CSc3cc(C)c4ccccc4n3)ns2)cc1	0.9	-14	0	0.2	5	-2	99	-5	-4
CSc1cc(C)c(OCC(=O)Nc2ccc(NC(C)=O)cc2)c(C)c1	-2.4	-11	-11	0.0	-11	2	103	4	5
CC(=O)Nc1ccc(N/C=C/C(=O)c2ccc(C)o2)cc1	?	-1	4	0.0	-2	1	91	5	-4
COc1ccc(/C=C(\NC(=O)c2ccccc2)C(=O)N/N=C/c2ccncc2)cc1	-1.6	0	0	-0.1	14	-1	102	-3	0
COC(=O)Cc1ccc2sc(-c3ccccc3)nc2c1	0.4	-3	6	0.2	-7	2	107	1	7
CCCn1c(-c2ccc(F)cc2)cnc1SCC(=O)O	-3.4	-10	-1	-0.2	0	-5	111	7	-4
Cc1ccc([N+](=O)[O-])cc1S(=O)(=O)Nc1ccc(C(=O)NCC2CCCO2)cc1 (stereo not drawn)	nt	-13	9	-0.1	nt	6	103	nt	0
O=C(NCCC1CCCCN1S(=O)(=O)c1ccc(F)cc1)C(=O)NCc1cccnc1 (stereo not drawn)	1.1	-11	2	0.1	-6	3	101	-1	-2
NC(=O)C1CC(=O)N(c2ccc(OCC(=O)Nc3ccc(Cl)cc3)cc2)C1 (stereo not drawn)	1.0	6	2	0.2	-2	3	106	1	1
CC(=O)Nc1c(O)nc(SCC(=O)Nc2nnc(SCc3ccccc3)s2)[nH]c1=O	-2.4	-3	29	0.0	0	10	121	7	-5
CC(NCC(=O)Nc1ccccc1C(=O)NC1CC1)c1cccc(C(F)(F)F)c1 (stereo not drawn)	nt	7	3	0.1	nt	6	94	nt	1
Cc1ccc(N/C=C2\C(=O)N(c3ccc(F)cc3F)C(c3cccnc3)S2(=O)=O)cc1 (stereo not drawn)	-4.4	-21	0	0.0	27	4	89	0	7
CCN(CC)CCn1c(NS(=O)(=O)c2ccc(Cl)cc2)nc2ccccc21	1.3	-4	-2	-0.1	9	-4	94	0	4
Cc1csc(-c2cccnc2)n1	0.5	12	-3	0.4	-1	-1	81	-1	-6
COc1ccc(C(C)=O)cc1COc1ccc(F)cc1	-1.3	4	5	0.1	3	3	101	-1	9
CCOc1ccccc1CNC(=O)CN1C(=O)CSc2ccc(S(=O)(=O)N3CCOCC3)cc21	-2.3	13	-1	0.2	14	0	121	-2	4
O=C(CN1C(=O)NC2(CCc3ccccc3C2)C1=O)Nc1ccc(Cl)cc1F (stereo not drawn)	0.2	-2	-3	0.0	2	4	78	0	4
CCOC(=O)Nc1sc(C(=O)N(C)C)c(C)c1C(=O)OCC	0.8	-16	2	-0.1	-4	3	91	-2	-3
CNC(=O)Nc1ccc(Cn2cc(C(F)(F)F)ccc2=O)cc1	0.5	15	-3	-0.1	9	8	93	0	3
CC(OC(=O)c1cc(S(=O)(=O)N(C)C)ccc1N1CCCC1)C(=O)NCc1ccccc1 (stereo not drawn)	-2.0	13	-7	0.0	9	3	98	0	-2
CC1CCCN(C(=S)SCC(=O)O)C1 (stereo not drawn)	2.4	-3	4	0.2	-1	4	95	0	8
CC(C)Cn1c(N)c(C(=O)COC(=O)c2nccnc2N)c(=O)n(C)c1=O	nt	-4	-1	0.1	nt	-3	95	nt	6
CNC(=O)COc1ccc(Nc2nnc(C)c3ccccc23)cc1	-2.2	12	-4	0.0	-2	5	96	-6	0
CC(C)CCNC(=O)c1csc2c1CCCCC2	-1.7	2	4	-0.1	-7	4	90	3	-1
CC(=O)N1CCN(CCN2C(C)=CC(=C(C#N)C#N)C=C2C)CC1	2.6	2	5	0.0	-5	4	101	0	-11
O=C(CSc1nc2ccccc2o1)c1ccc2c(c1)OCCO2	nt	-2	-1	-0.3	5	-4	88	3	3
CC(C)NS(=O)(=O)c1ccc(OCC(=O)NCc2cccnc2)cc1	2.3	11	-5	0.0	-3	-1	115	-2	1
CN(C(=O)CN1CCN(c2ccccc2F)CC1)C1CCCc2ccccc21 (stereo not drawn)	1.8	2	1	0.1	6	4	97	3	-2
CC(CNC1CCCCC1)OC(=O)c1ccccc1 (stereo not drawn)	nt	-4	5	-0.2	-3	6	95	-2	7
CCOc1ccccc1NS(=O)(=O)c1c(C)[nH]c(C)c1C(=O)N1CCCCC1	0.6	-2	5	-0.2	-6	0	102	2	4
CCOC(=O)c1cc(-c2ccccc2)sc1NC(=S)Nc1cc(C)ccn1	-57*	5	3	0.0	-3	2	109	-3	-1
CCCCCC(=O)NNC(=S)NC(C)=O	-1.4	-10	4	-0.1	10	3	106	-4	-4
Cc1cccc(NC(=O)CN(C)S(=O)(=O)c2cccc3nsnc23)c1C	1.3	-5	3	0.1	3	4	96	2	-1
CC(=O)c1ccc(OCc2cc(C(=O)NC(C)Cc3ccccn3)no2)cc1 (stereo not drawn)	-0.7	-7	1	-0.1	-1	5	105	-2	-3
CCOc1ccc(Oc2ccc(S(=O)(=O)N3CCOCC3)cc2NC(=O)C2=COCCO2)cc1	0.0	3	-4	0.0	0	-9	94	-1	6
CC(=O)Nc1ccc(S(=O)(=O)Nc2cccc(NC(=O)c3ccco3)c2)cc1	3.5	-6	0	0.0	0	1	96	-2	1
CCOc1c(C)cc(S(=O)(=O)NCc2ccccn2)c(C)c1C	3.1	11	-8	0.1	-14	-4	99	-2	0
O=C(O)CC(Cc1ccc(Br)cc1)C(=O)O (stereo not drawn)	-1.6	1	0	-0.1	4	8	118	7	-6
O=C(COC(=O)c1ccc(S(=O)(=O)N2CCCC2)cc1)NCc1cccs1	0.7	-8	-9	0.4	-15	-8	112	2	5
CN(C)c1cc(NC(=O)CNC(C)(C)CC(C)(C)C)c2ccccc2n1	-1.3	-18	1	-0.3	-4	1	93	0	-2
CSc1cccc(NC(=O)CSc2ncccc2C(=O)Oc2cccc([N+](=O)[O-])c2)c1	0.2	13	0	0.8	-5	-4	107	-11	5
O=C1NNC(c2ccccc2)=N/C1=C\c1ccco1	-4.6	-8	25	0.0	-1	17	86	1	-1
S=C(NCc1ccco1)N1CCN(C(c2ccccc2)c2ccccc2)CC1	2.2	5	-6	0.2	3	0	105	1	8
Cc1ccccc1NC(=O)CN1CCC(C(=O)c2ccc3c(c2)OCCO3)CC1	0.9	-7	-6	0.1	-7	-5	96	1	4
O=C(NCCCn1ccnc1)c1cc(-c2ccc3c(c2)OCO3)on1	-1.2	3	1	0.0	4	2	91	0	4
Cc1c(C(=O)N2CCOCC2)sc2ncnc(N3CCc4ccccc4C3)c12	-1.4	-1	6	0.5	5	7	94	7	5
Nc1nc(-c2ccc(Cl)cc2Cl)cn1N	-1.7	-14	-1	-0.1	6	-1	89	-2	4
CCN1CCN(C(=O)c2cc(-c3cccnc3)nc3ccc(Br)cc23)CC1	-0.4	-10	2	0.5	0	1	114	-2	-2
Cc1cccc(N2CCN(C(=O)c3ccc4c(c3)OCCO4)CC2C)c1 (stereo not drawn)	nt	10	11	0.1	6	3	100	2	-3
COc1cn(-c2ccccc2)nc1C(=O)Nc1ccccc1	0.2	1	1	-0.4	1	5	78	-5	9
COCCNC(=O)CCCCCN1C(=O)CCC1=O	2.2	-10	7	0.0	-9	3	106	7	7

Going on with the list:
SMILES	MEX-5 binding	ZTA counter	MCL1 BIM primary	Efflux pump inh	EBNA-1 inh	Bcl-xL primary	CR mimetic SO	Fam108B inh	GLD-1 TGE inh
OCC[C@H]1C[C@@H](O)[C@H](O)[C@]2(OCCCc3ccccc32)O1	nt	-19	6	0.4	-5	-1	99	3	1
Cc1ccc2cc(CCNC(=O)c3cccs3)c(=O)[nH]c2c1C	-1.4	11	6	-0.1	2	1	98	3	2
CCN(CC)CCOc1ccc(/C(=C(/Cl)c2ccccc2)c2ccccc2)cc1	1.5&-4.1	-4&-8	1&8	-0.2&0.1	6&-6	8&-2	85&95	2&-1	4&-3
CN1CCN(S(=O)(=O)c2ccc(Cl)cc2)CC1	-0.2	2	2	0.4	-10	5	94	0	3
COc1ccccc1Oc1ccc(S(=O)(=O)Nc2cccnc2)cc1	-2.4	-20	1	-0.3	4	3	96	2	-1
COc1cccc(/C=N/NC(=O)c2c(-c3ccccc3)noc2C)c1O	nt	-4	4	0.2	8	-4	80	-2	-6
Cc1cccc(C2CC(c3ccc(F)cc3)Nc3nc(N)nn32)c1 (stereo not drawn)	-1.0	0	6	0.2	0	5	105	2	2
CCN(CC)CCNc1ncnc2c1sc1nc(N3CCOCC3)c3c(c12)CC(C)(C)SC3	3.9	-7	5	0.1	-7	4	95	0	1
O=C(Nc1ccc(Cl)cc1)Nc1nnc(/C=C/c2ccccc2)s1	0.7	5	0	0.0	8	2	96	4	-3
Cc1cc(C(=O)N/N=C/c2c(C)n(C)c3ccccc23)n[nH]1	0.4	-6	6	0.0	-5	3	89	-2	-5
COc1ccc(C(=O)CN2C(=O)NC3(CCCc4ccccc43)C2=O)c(OC)c1 (stereo not drawn)	1.1	3	-1	0.1	0	5	111	-2	-1
N#CCCn1c(C2CCCCC2)nc2ccccc21	-1.0	-1	1	0.1	4	1	110	-3	5
